Assay outcomes: PubChem BioAssay, Broad Institute
E-selectin induc – E-selectin induction in HUVECs, primary screen, imaging, HUVEC, immunofluorescence imaging, single point; P16581; normalized: neutral wells 0, TNF-alpha wells 100; activation, % at 7.58 µM; 260,000 compounds, 0.37% hits;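 active = mean E-selectin-positive cell signal at least 10% of the positive control, reached in at least 60% of replicates, without over 20% cell loss; inconclusive = no rule given, readout overlaps actives, possibly toxicity-flagged; inactive = the rest, including those meeting only one limit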;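 also: in these data hits start at about 27%; measured in HUVEC primary endothelial cells; signal is the percent of cells scored E-selectin positive by PE staining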
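Test system: HUVEC; input: 3,000 HUVEC/well; measured by: immunofluorescence imaging; read-out: % PE-positive cells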
RAD52 inh – RAD52 DNA annealing inhibitors, primary screen, biochemical, FRET, single point, set 2; recombinant RAD52 DNA annealing, FRET fluorescence; inhibition, % at 18.7 µM; 360,000 compounds, 0.46% hits; AID 651710, 2012;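 active = every replicate showing at least 50% inhibition; inconclusive = mean inhibition at least 50% but not in every replicate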
Cneo AK release – Cryptococcus neoformans cell lysis inducers, primary screen, AK release luminescence, single concentration. C. neoformans lysis, adenylate kinase release luminescence, 4 h; normalised: neutral wells 0, clomiphene wells 100. lysis activity, % at 15 µM. 360,000 compounds, 0.2% hits. AID 651654, 2012;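 active = mean lysis activity across replicates of at least 80%, whatever share of replicates individually reach that level; inactive = mean lysis activity below 80%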
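Material – Cryptococcus neoformans yeast cells · Quantity – 5 × 10^6 yeast cells/mL · Buffer or medium – YPD medium · Compound – single dose · Timing – 4 h static compound exposure, 37 °C, read 1 h post-reagent · Signal – adenylate kinase release luminescence · Read-out basis – lysis from increased AK signal · Benchmarks – Clomiphene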
PglD DTNB – C. jejuni PglD acetyltransferase inhibitors, primary screen, biochemical, DTNB colorimetric, single point; purified PglD enzyme, DTNB colorimetric CoA detection; inhibition, % at 12.5 µM; AID 602405, 2012; 360,000 compounds, 0.098% hits; UDP-N-acetylbacillosamine N-acetyltransferase PglD (Campylobacter jejuni); in the data active = inhibition above about 16%, passing the limit was not always enough; inconclusive = no clear call, values can overlap the other calls; also: strong numbers were not always called active
PGC1a acetyl inh – inhibitors of PGC1a acetylation signal, primary screen, cell-based, U2OS, AlphaScreen, inhibitor mode. AlphaScreen anti-acetyl-lysine; with virally co-expressed GCN5 acetyltransferase. inhibition, % at 15.6 µM. 350,000 compounds, 0.17% hits;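 active = every replicate shows inhibition of at least 40%; inconclusive = mean inhibition at least 40% but some replicate below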;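 also: 0% = neutral control wells and 100% = positive control wells; some results beyond the cut were filed as inactive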
miR122 inh – miR-122 Renilla sensor signal increase in Huh7, primary screen, miR-122 inhibitor project, cell-based, single point, plate reader; AID 602342, 2012; 340,000 compounds, 0.3% hits; activation (reporter increase), % at 12.5 µM; Huh7 miR-122 Renilla luciferase sensor, 48 h; neutral wells = 0, positive control = 100;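 active = mean replicate activation score at least 90 and every replicate individually at or above 90; inconclusive = only one of the two criteria met; inactive = neither criterion met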;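 also: higher luciferase means less miR-122 activity so hits act as miR-122 inhibitors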
ERAP1 inh – human ERAP1 aminopeptidase inhibitors, primary screen, biochemical, single point, plate reader; recombinant ERAP1, Leu-AMC fluorescence, 60 min; inhibition, % at 10.7 µM; 340,000 compounds, 0.15% hits; AID 652197, 2013;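 active = mean replicate inhibition of at least 30%, or all replicates individually reaching that 30% level; inactive = mean below 30% and not every replicate reaching it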;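 also: 0% = neutral control wells and 100% = L-leucinethiol positive control wells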
RAD54 branch – inhibitors of human RAD54 branch migration, primary screen, biochemical, fluorescence, single point. RAD54 Holliday junction branch migration, FAM/BHQ fluorescence. inhibition, % at 10.4 µM. 360,000 compounds, 0.14% hits. AID 602329, 2012;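 active = mean normalized replicate activity at least 40 and at least half of replicates scoring 40 or more; inconclusive = only one of the two criteria met; inactive = mean below 40 and under half of replicates reaching 40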;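 also: 0% = median of neutral control wells and 100% = median of positive control wells; inhibitors cause a drop in the FAM fluorescence signal; in these data hits start at about 50%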
Target sequence (Q92698 whole entry, looked up): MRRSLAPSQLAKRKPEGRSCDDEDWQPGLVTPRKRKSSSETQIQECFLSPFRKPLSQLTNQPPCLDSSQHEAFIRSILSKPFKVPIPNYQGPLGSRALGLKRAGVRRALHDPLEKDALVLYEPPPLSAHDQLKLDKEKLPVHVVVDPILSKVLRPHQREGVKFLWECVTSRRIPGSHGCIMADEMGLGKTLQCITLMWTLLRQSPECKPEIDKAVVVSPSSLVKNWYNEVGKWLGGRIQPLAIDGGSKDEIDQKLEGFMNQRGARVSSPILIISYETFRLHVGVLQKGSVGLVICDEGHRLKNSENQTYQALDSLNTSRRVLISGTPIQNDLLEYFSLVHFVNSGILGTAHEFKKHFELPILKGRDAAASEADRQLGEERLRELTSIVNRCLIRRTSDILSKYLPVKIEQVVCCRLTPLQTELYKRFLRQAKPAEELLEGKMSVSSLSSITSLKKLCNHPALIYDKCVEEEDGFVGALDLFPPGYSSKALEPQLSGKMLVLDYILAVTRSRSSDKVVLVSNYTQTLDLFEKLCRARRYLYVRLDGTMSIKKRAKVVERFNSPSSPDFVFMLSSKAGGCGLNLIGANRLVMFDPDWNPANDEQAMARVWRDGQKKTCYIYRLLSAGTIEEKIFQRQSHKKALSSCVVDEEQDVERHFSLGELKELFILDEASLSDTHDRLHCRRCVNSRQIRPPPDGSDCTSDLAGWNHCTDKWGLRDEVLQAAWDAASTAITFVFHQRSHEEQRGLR
An asterisk follows results filed as active; i = inactive; ? = inconclusive; . = no result given; & = joins results of further samples; [ ] = another dose, or the depositor's remark. Rows are unselected; any-hit rate near 1.4%.

SMILES	E-selectin induc	RAD52 inh	Cneo AK release	PglD DTNB	PGC1a acetyl inh	miR122 inh	ERAP1 inh	RAD54 branch
O=C(O)CC12CC3CC(C1)CC(n1ncc(NCC4CCCO4)c(Cl)c1=O)(C3)C2 (configuration not stated)	5.3	-15	-2	3	-6	-7	-2	-3
CC(=O)N1CCc2cc(Br)cc(S(=O)(=O)N3CCC(C(=O)O)CC3)c21	2.0	-35	4	0	-2	-5	3	-11
CC1CCCCN1C(=S)NCCc1ccccc1 (configuration not stated)	.	.	1	0	2	7	.	2
CCCN(CCC)Cc1c(C(=O)N/N=C/c2ccco2)nnn1-c1nonc1N	0.4	-23	2	2	-9	4	1	-5
COCc1cc(=O)n2[nH]cc(-c3ccccc3)c2n1	.	-23	0	7	3	15	-3	2
O=C(NCc1cccc2[nH]ccc12)C1CCC(=O)N(CCc2ccc(Cl)cc2)C1 (configuration not stated)	-0.3	-40	2	-4	.	.	2	16
O=C(CN(Cc1ccc(F)cc1)C(=O)CCC(=O)Nc1nccs1)NCC1CCCO1 (configuration not stated)	.	-4	-1	-1	-15	-12	2	2
O=C(CN1CCN(c2ccccc2)CC1)Nc1ccc(OCc2ccccc2)cc1	.	.	-3	-1	-2	3	.	1
O=C(Nc1nnc(CCc2ccccc2)s1)c1ccccc1F	.	1	1	-1	1	1	-3	-6
O=C(c1ccc2c(c1)OCO2)N1C[C@@H]2N[C@H](C1)C2c1ccc(-c2ccncc2)cc1 (some centres not stated)	0.2	17	.	.	2	.	0	.
C[C@@H]1CN([C@H](C)CO)C(=O)c2cc(NS(C)(=O)=O)ccc2O[C@@H](C)CCCCO[C@H]1CN(C)Cc1ccc(Cl)c(Cl)c1	-0.1	13	-1	3	.	3[16.7 µM]	5	9
Cc1c(Br)cccc1NC(=O)C1(C)CCN1CCc1ccccc1 (configuration not stated)	-0.4	-7	1	5	-3	2	-4	-11
C[C@H](NC(=O)C[C@H]1C=C[C@@H](NS(=O)(=O)c2cccc(F)c2)[C@H](CO)O1)c1ccccc1	0.5	5	1	-2	-3	-8[16.7 µM]	3	1
O=C(CC1CCCC1)NCCS(=O)(=O)N1CCN(c2ccccc2F)CC1	-1.1	-12	-2	-3	5	-4	-2	10
COc1ccccc1OCCNC(=O)c1ccccc1C	.	.	1	2	-8	-5	.	3
COCCCN1C(=O)C(=O)/C(=C(/O)c2ccc3c(c2)CC(C)O3)C1c1cccnc1 (configuration not stated)	.	.	0&-2	1&-2	-23	-8	.	2&0
C[C@@H]1CN([C@H](C)CO)C(=O)c2cc(NC(=O)Nc3ccc(F)cc3)ccc2O[C@@H](C)CCCCO[C@H]1CN(C)Cc1ccc2c(c1)OCO2	-0.2	16	19	-5	3	4[16.7 µM]	0	1
OC[C@@H]1[C@H]2c3ccccc3NC[C@H]2N1CC1CCCCC1	0.1	2	-3	-2	3	17[16.7 µM]	-2	-11
COCCNc1nc2c(c(=O)n(Cc3ccc(OC)cc3)c(=O)n2C)n1C	1.3	.	0	3	-1	-6	.	5
CC(C)C(C)(C#N)NC(=O)CSc1nnc(-c2ccncc2)n1Cc1ccccc1 (configuration not stated)	.	.	-11	-4	-2	3	.	5
Cc1ccccc1NC(=S)C1=C(O)c2sccc2N(C)S1(=O)=O	.	.	-5	4	-2	7	.	-5
COc1ccc(NC(=O)Nc2ccc3c(c2)C(=O)N([C@H](C)CO)C[C@H](C)[C@H](CN(C)C(=O)NC(C)C)OCCCC[C@@H](C)O3)cc1	.	-2	2	-1	3	8[16.7 µM]	-2	-15
O=C(CCc1nc(-c2ccccc2Cl)no1)NC1CCCC1	0.2	-7	1	-4	-8	-5	1	-11
COCCNCC#CCOc1ccc(OC)cc1	.	.	3	4	3	-3	.	0
COc1ccc(CC(=O)Nc2ccc(-c3noc(COc4ccccc4C)n3)cc2)cc1	.	.	-2	-2	-20	2	.	-6
O=C(Nc1nc(-c2cccc(Br)c2)cs1)Oc1ccccc1	.	8	3	-2	11	-2	0	4
CC=Cc1ccc2n(c1=O)C[C@@H]1[C@@H](CO)[C@H](C(=O)N3CCc4ccccc4C3)[C@H]2N1Cc1ccccc1 (mixture of isomers)	0.0	5	-1	0	.	-1[16.7 µM]	-2	-10
O=C1CCC([N+](=O)[O-])C(c2ccccc2C(F)(F)F)N1 (configuration not stated)	?	2	9	-2	-1	4	2	5
O=C(OCCOc1ccccc1F)c1cccc(S(=O)(=O)N2CCOCC2)c1	0.6	-13	1	5	5	3	-1	6
CCc1cccc(NC(=O)c2ccc(Br)o2)c1	.	.	-2	0	-10	3	.	-1

Whole records as entered above:
O=C(Nc1nc(-c2cccc(Br)c2)cs1)Oc1ccccc1 in the list: E-selectin induc = .; RAD52 inh = 8; Cneo AK release = 3; PglD DTNB = -2; PGC1a acetyl inh = 11; miR122 inh = -2; ERAP1 inh = 0; RAD54 branch = 4
COCCNc1nc2c(c(=O)n(Cc3ccc(OC)cc3)c(=O)n2C)n1C in the list: E-selectin induc = 1.3; RAD52 inh = .; Cneo AK release = 0; PglD DTNB = 3; PGC1a acetyl inh = -1; miR122 inh = -6; ERAP1 inh = .; RAD54 branch = 5

Other results:
SMILES	E-selectin induc	RAD52 inh	Cneo AK release	PglD DTNB	PGC1a acetyl inh	miR122 inh	ERAP1 inh	RAD54 branch
COc1cccc(S(=O)(=O)N[C@@H]2CC[C@@H](CC(=O)NC3Cc4ccccc4C3)O[C@H]2CO)c1	-0.2	-5	0	-3	0	-15[16.7 µM]	1	4
CN(C)C(=O)C[C@H]1C=C[C@@H](NC(=O)C2CC2)[C@@H](CO)O1	-0.2	-12	-3	1	0	.	-2	-4
C[C@@H]1CCCCO[C@@H](CN(C)Cc2ccccc2)[C@H](C)CN([C@H](C)CO)C(=O)c2cc(NS(=O)(=O)c3cccs3)ccc2O1	.	8	0	2	2	-7[16.7 µM]	-22	2
Cc1noc(C)c1NC(=O)Nc1ccc2c(c1)CC(=O)N([C@@H](C)CO)C[C@H](C)[C@@H](CN(C)Cc1ccncc1)O2	.	4	-2	-12	-4	-3[16.7 µM]	-1	7
CC(=O)Nc1ccc(NC(=O)C(C)OC(=O)CCC(=O)c2ccc(F)cc2)cc1 (configuration not stated)	.	-12	-2	-5	.	1	4	0
COc1ncccc1C(=O)N1CCCC(C(=O)Nc2cccc(-c3ccc(F)cc3)c2)C1 (configuration not stated)	0.0	-12	1	-3	-10	-4	1	0
CCCCn1c(N)c(N(CC)C(=O)c2ccc(C#N)cc2)c(=O)[nH]c1=O	0.2	4	4	-7	.	.	-3	13
O=C(Cc1cccc(NC(=O)C2CCCN(C(=O)CCc3ccccc3)C2)c1)Nc1ccc(C(=O)N2CCCCC2)cc1 (configuration not stated)	-2.8	-12	-3	2	.	.	.	-13
CC(=O)c1c(C)[nH]c(C(=O)Nc2cc(S(=O)(=O)N3CCCCC3)ccc2C)c1C	.	-16	0	0	-12	3	-1	5
O=C(NC1CCCCC1)c1ccc2c(c1)OCO2	.	-7	-1	2	3	-4	2	4
CCN1C(=O)[C@H]2[C@@H](c3ccc(Cl)cc3)N3C(=O)CN(CC4CC4)C(=O)[C@@]3(C)[C@H]2C1=O	0.0	-12	-1	-1	-10	-7	8	-9
O=C(Nc1cccc(F)c1)N1CC(=O)N2[C@@H](CO)[C@@H](c3ccc(-c4ccccc4)cc3)[C@@H]2C1	0.3	-19	.	.	7	.	-1	.
CNCCOc1ccccc1C(C)(C)C	.	.	-2	-2	-6	-1	.	7
COc1ccc2c(c1)oc1c(SCc3nc4ccccc4[nH]3)nc(C)nc12	0.0	i	-2	-2	15	0	.	-1
CCN1CCSc2ccc(C(=O)NCc3ccc(OC(C)C)cc3)cc21	0.2	-16	1	-1	.	.	0	-2
Cc1noc(C)c1NC(=O)N(C)C[C@H]1OCCCC[C@@H](C)Oc2ccc(NC(=O)Nc3ccc(C(F)(F)F)cc3)cc2C(=O)N([C@@H](C)CO)C[C@H]1C	0.0	26	1	1	-2	5[16.7 µM]	-1	4
COc1ccc2c3c(n(C)c2c1)[C@@H](CO)N(CC1CC1)CC31CCN(C(=O)NC2CCCC2)CC1	-0.2	-39	.	.	-3	.	-1	.
Cc1ccc(OCC(=O)NNC(=O)[C@@H]2CCCC[C@@H]2C(=O)O)c(Br)c1	1.0	-25	0	-2	3	2	-2	1
Cc1ccc(S(=O)(=O)N2CCC(C(=O)Nc3cc(C(F)(F)F)ccc3N3CCOCC3)CC2)cc1C	-0.1	-11	2	0	-10	-4	-7	4
Cc1nonc1CN(C)C(=O)CC1C(=O)NCCN1Cc1ccccc1C(F)(F)F (configuration not stated)	2.4	-19	-1	0	8	5	-3	3
O=C(NCC1CCCO1)C1CC(=O)N(c2ccccc2)C1 (configuration not stated)	0.5	-17	2	1	.	4	-1	2
Nc1nc(SCc2ccc(Cl)cc2Cl)n[nH]1	.	.	3	1	-9	-3	.	4
C[C@@H]1CN([C@H](C)CO)C(=O)c2cc(-c3ccc(F)cc3)cnc2O[C@H]1CN(C)Cc1ccc(C(=O)O)cc1	3.3	5	-3	-1	11	-4[16.7 µM]	0	7
C/C=C/C(=O)Nc1cccc(C2=NOC3(C2)C[C@@H](C(N)=O)N(C(=O)c2cc([N+](=O)[O-])cc([N+](=O)[O-])c2C)C3)c1 (some centres not stated)	0.1	-6	2	1	7	-4	6	1
O=C(Nc1ccccc1)N1CC(=O)N2[C@H](CO)[C@@H](c3ccc(C#Cc4cccnc4)cc3)[C@@H]2C1	0.6	-22	.	.	19	.	2	.
CC(C)[C@H](NC(=O)c1ccccc1Cl)C(=O)OCC(=O)NC(=O)NCc1ccco1	0.3	3	-2	4	1	-11	-1	-1
Cc1c(CCC(=O)NCCCCCC(=O)O)c(=O)oc2cc3occ(-c4ccccc4)c3cc12	0.0	-41	0	5	12	-7	35*	-18
O=C1C(=O)c2ccccc2C(O)=C1c1cccc([N+](=O)[O-])c1	4.2	-14	1	-5	21	-3	4	-8
O=C(Nc1cccnc1Cl)c1ccc(S(=O)(=O)N2CCCCCC2)cc1	.	.	2	-11	-6	-3	.	-5
CCCC#Cc1ccc([C@H]2[C@@H](CO)N3C(=O)CN(C(=O)Nc4ccc(F)cc4)C[C@H]23)cc1	0.6	2	.	.	-4	.	0	.
C[C@H]1CN([C@@H](C)CO)C(=O)c2cc(NC(=O)Cc3ccccc3)ccc2O[C@H]1CN(C)Cc1ccc(C(=O)O)cc1	0.0	-5	-2	6	2	-1[16.7 µM]	1	0
O=C(COC(=O)c1ncc(Cl)c(Cl)c1Cl)NC(=O)c1ccccc1	-0.1	.	0	1	7	-8	-3	4
CCC(=O)Nc1ccc2c(c1)OC[C@@H](C)N(Cc1cncnc1)C[C@H](C)[C@H](OC)CN(C)C2=O	-0.2	-5	4	3	5	2[16.7 µM]	-3	1
